EPAC2 antag = blocks human EPAC2 exchange factor; 360,000 compounds, 0.18% hits; Potency, µM (titrated, usually from 114 µM), without a hit: at the top dose activity, negative = inhibition, most hits filed as inhibitors; Q8WZA2; AID 720708; EPAC2 GEF exchange of Rap1B-BODIPY-GDP, fluorescence; note: potency is the fitted concentration of half-maximal effect; % is set by controls: 0 for no effect and ±100 for the full control effect; nearly all actives have a fitted effect of over 45% in size; many of its hits are not listed in these tables
EPAC1 agonist = agonists of human EPAC1; O95398; EPAC1 agonist qHTS, biochemical assay; response scale: 100% = response to 6.5 mM cAMP; Potency, µM (series often up to 154 µM), without a hit: at the top dose activation, actives largely listed as activators; 360,000 compounds, 0.073% hits; note: potency is the fitted concentration of half-maximal effect; nearly all actives have a fitted effect of over 60% in size
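Nucleotide exchange assay: 100 nM EPAC1 with 250 nM Rap1B loaded with BODIPY-GDP and 50 uM GDP, room temperature. Fluorescence (480/540 nm) read every 5 min for 30 min; signal change normalized to 6.5 mM cAMP as full agonist.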
WRN inhibitor = blocks human WRN helicase; AID 651768; 360,000 compounds, 0.46% hits; WRN helicase unwinding, fluorescent forked duplex, kinetic; Potency, µM (series often up to 114 µM), inactives show at the highest dose activity change, negative = inhibition, actives largely listed as inhibitors; note: potency is the fitted concentration of half-maximal effect; % is set by controls: 0 for no effect and ±100 for the full control effect; nearly all actives have a fitted effect of over 55% in size
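Screening of the MLSMR collection measured strand separation of a quenched forked DNA duplex (100 nM) by 20 nM WRN with 2 mM ATP, all final. Compounds were preincubated with enzyme 15 min at room temperature.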
CCT modulator = modulators of cytosolic chaperonin (CCT/TRiC) activity. purified chaperonin ATPase assay, HTRF ADP detection, 30 min. activity change, % (no concentration beside the values), hits read low. 360,000 compounds, 0.3% hits. AID 651819; in the data active = activity change below about -30%; note: % is set by controls: 0 for no effect and ±100 for the full control effect
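Enzyme 40 or 20 nM (batch-dependent) in Tris pH 7.4/KCl/MgCl2/DTT; cpd 76 uM single point; ATP 10 uM; 30 min 37 °C; Transcreener ADP HTRF detection, 30 min RT; ratio 665/615.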
EPAC1 antag = EPAC1 (human) antagonism; 360,000 compounds, 0.14% hits; Potency, µM (top dose mostly 115 µM), inactives show at the top dose activity change, negative = inhibition, most hits filed as inhibitors; EPAC1 GEF assay, Rap1b-BODIPY-GDP exchange fluorescence;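 note: potency is the fitted concentration of half-maximal effect; plate controls were vehicle for no effect and positive control for full effect; nearly all actives have a fitted effect of over 50% in size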
PLK1 PBD inh = inhibitors of human PLK1 polo-box domain binding; P53350; Plk1 PBD binding of FITC phosphopeptide, fluorescence polarization; Potency, µM, for the others: max response, negative = inhibition, hits mostly inhibitors; 360,000 compounds, 2.8% hits; AID 720504; note: potency is the fitted concentration of half-maximal effect; series mostly up to about 57 µM; % is set by controls: 0 for no effect and ±100 for the full control effect; nearly all actives have a fitted effect of over 65% in size
Mm-Cpn inhibitor = M. maripaludis TRiC chaperonin inhibition; purified Mm-Cpn ATPase, ADP Transcreener TR-FRET; Potency, µM (doses to about 76.9 µM), without a hit: at the top dose activity, negative = inhibition, usual class: inhibitors; 330,000 compounds, 0.031% hits; AID 504842; note: potency is the fitted concentration of half-maximal effect; % is set by controls: 0 for no effect and ±100 for the full control effect; nearly all actives have a fitted effect of over 80% in size
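Purified archaeal Mm-CPN (25nM final) preincubated 10 min at 37degC with compound, then 10uM ATP for 30 min at 37degC; ADP measured by HTRF Transcreener TR-FRET; buffer 30 mM TRIS pH 7.4, 100mM KCl, 5mM MgCl2, 1mM DTT.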
PI5P4Ka inh = blocks human PI5P4K alpha kinase activity; max response, %; PI5P4Kalpha enzyme, ADP-Glo luminescence, 60 min; hits give low values; P48426; 330,000 compounds, 1.2% hits; AID 652105; active = max response of -50% or lower; inconclusive = between -30% and -50%; inactive = -30% or higher; note: value at the top dose of about 77 µM; % is set by controls: 0 for no effect and ±100 for the full control effect
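Compounds were pin-transferred onto PI5P4Kalpha and substrate in HEPES pH 7.4 buffer with EGTA, CHAPS and 5% DMSO. ATP (5 microM final) started the reaction, which ran 60 minutes at room temperature before ADP-Glo detection.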
Active calls of the source: *; ? = inconclusive; . = no result given; [ ] = another dose, or the depositor's remark. Unless noted, calls come from the whole dose curve; as a rule, active = well fitted curve in the direction sought with a large enough effect; inconclusive = small, poorly fitted or top-dose-only effect, or another doubt; inactive = no such curve, though single readings can be large; an effect the other way counts as inactive or inconclusive. This is a subset; the hit share may differ from the screen's.

canonical_smiles	Mm-Cpn inhibitor	WRN inhibitor	EPAC1 agonist	CCT modulator	PI5P4Ka inh	PLK1 PBD inh	EPAC2 antag	EPAC1 antag
O=C(NCc1ccccc1)c1cccc(COc2ccccc2Cl)c1	3%	-14%	11%	-1.5	8	3%	-6%	-17%
O=C(c1ccc(NS(=O)(=O)c2ccc3c(c2)OCCO3)cc1)N1CCCCC1	-1%	8%	10%	-1.3	0	-13%	2%	-17%
CCOc1ccc(OCC(=O)Nc2ccc(OC)cc2[N+](=O)[O-])cc1	-1%	-4%	7%	-2.0	4	-18%	1%	15%
CCCC(=O)Nc1ccc(S(=O)(=O)Nc2cc(C)nc(C)n2)cc1	1%	-5%	3%	-2.4	9	-13%	6%	11%
COc1ccc(Cn2c(C)nnc2-c2cnn(C)c2N)cc1OC	-3%	5%	7%	-2.8	0	0%	6%	-20%
COCCNC(=O)c1cn(C)c2ccc(S(=O)(=O)N3CCCC3)cc2c1=O	5%	9%	-9%	-1.4	-8	7%	15%	-21%
CCc1ccc(-c2cc(C(=O)NN3CCOCC3)c3ccccc3n2)cc1	0%	0%	6%	-2.8	3	-1%	0%	-1%
CCC(C)c1ccccc1N1CC(C(=O)NCCC2=CCCCC2)CC1=O (configuration not stated)	0%	11%	8%	-1.5	1	3%	8%	10%
NS(=O)(=O)c1ccc(CCNC(=O)CC(c2ccccc2)c2ccccc2)cc1	1%	5%	6%	0.1	-4	-5%	-2%	-18%
C=CCNC(=S)NC(CC(=O)OC)c1ccc2c(c1)OCO2 (configuration not stated)	1%	3%	-3%	-1.7	1	-5%	0%	1%
COc1ccc(NC(=O)Nc2cccc3c2O[C@H](CN(C)S(=O)(=O)c2c(C)noc2C)[C@@H](C)CN([C@H](C)CO)C3=O)cc1	2%	4%	-9%	-2.4	-1	-3%	-8%	1%
O=C(COC(=O)c1ccc(O)cc1O)Nc1ccc2ccccc2c1	0%	-3%	19%	-1.1	8	-3%	4%	-15%
Cc1ccc(S(=O)(=O)Nc2nc3ccc(N)cc3s2)cc1	-2%	-19%	-2%	-1.2	?	-12%	3%	-15%
CC(=O)COC(=O)CCc1nc2ccccc2[nH]c1=O	-1%	2%	8%	-6.8	.	-16%	0%	6%
CCOc1ccc(C2CC(c3cccc(OC)c3)n3nc(N)nc3N2)cc1 (configuration not stated)	-1%	-1%	5%	-0.6	-1	?	-7%	?
CC(=O)NC1CCN(CC(=O)Nc2nccs2)CC1	2%	7%	-1%	3.7	0	4%	5%	-13%
CCn1c(C)nc2cc(C(=O)NNC(=S)Nc3ccc(Cl)cc3Cl)ccc21	2%	4%	6%	-1.1	-11	-28%	-6%	-13%
COCCNC(=O)C1(C)CCN(C(=O)c2nc(C)oc2C)C1 (configuration not stated)	.	10%[57.1 µM]	-21%	1.1	1	3%	10%	15%
COc1cc2c(cc1OC)C(c1cccs1)CC(=O)N2 (configuration not stated)	.	-5%	4%	-0.6	-9	-9%	13%	20%
COC(=O)CCCCC1SCC2NC(=O)NC21 (configuration not stated)	-1%	-11%	1%	1.3	-2	-8%	4%	-29%
CC(C)CC1NC(=O)N(CC(=O)Nc2cccc(Br)c2)C1=O (configuration not stated)	1%	7%	5%	-2.1	-6	-13%	2%	-2%
Oc1ccc(Br)cc1-c1cc(-c2ccccc2)n[nH]1	-3%	-6%	3%	-1.5	2	-6%	-4%	-4%
COc1ccc(NC(=O)/C=C/c2cc(OC)c(OC)c(OC)c2)cn1	-2%	3%	0%	-0.3	-1	1%	8%	13%
O=C1CN(C(=O)c2ccccc2C(=O)O)c2ccccc2N1	-1%	-5%	0%	-20	-9	-1%	-6%	-27%
CCCNC(=O)Nc1ccc2c(c1)nc(C)n2C	-6%	7%	6%	-0.4	1	-1%	8%	0%

canonical_smiles	Mm-Cpn inhibitor	WRN inhibitor	EPAC1 agonist	CCT modulator	PI5P4Ka inh	PLK1 PBD inh	EPAC2 antag	EPAC1 antag
CC1(C2CC2)NC(=O)N(CC(=O)N2CCN(c3ccccc3F)CC2)C1=O (configuration not stated)	.	-10%	1%	0.2	1	4%	10%	8%
Cc1ccc(S(=O)(=O)Nc2ccccc2N2CCCCC2)cc1	-3%	-1%	-3%	1.7	2	4%	?	-7%
Cc1cccc(NC(=O)C(CCC(N)=O)NC(=O)OCc2ccccc2)c1 (configuration not stated)	4%	-4%	2%	1.1	2	1%	0%	-1%
COC(C[C@H]1O[C@H]1C(=O)[C@@H](C)OCc1ccccc1)OC	.	1%	-1%	0.2	9	-4%	5%	-5%
COc1cccc(CNc2ccccc2O)c1OCc1ccccc1F	-1%	-6%	9%	-5.9	-3	-13%	?	?
COc1ccc(/C=C2\SC(=O)N(CCNC(=O)C3CC4C=CC3C4)C2=O)cc1 (configuration not stated)	-1%	1%	10%	-1.1	7	-19%	-13%	?
CC1CCCC(NC(=O)CN2C(=O)NC(C)(c3ccccc3)C2=O)C1C (configuration not stated)	1%	12%	-8%	-1.2	-3	-1%	0%	-9%
Cc1ccccc1NC1=NC2(CCCC2)N=C(N)N1	-16%	8%	-4%	-0.7	1	-6%	5%	-10%
COc1cc2c(cc1OC)[C@@H](NC(=O)CCC1CCCCC1)[C@H](O)C2	0%	4%	-5%	-0.1	-3	3%	5%	9%
CCC(=O)c1ccccc1OCC(=O)Nc1c(C)cccc1C	-1%	-12%	7%	1.6	-4	-10%	?	12%
O=C(CN(Cc1ccc(F)cc1)C(=O)CCC(=O)Nc1nccs1)NCc1ccc(F)cc1	3%	11%	-2%	1.5	3	-3%	4%	6%
O=C(CSc1nc(-c2ccco2)cc(C(F)(F)F)n1)Nc1ccc2c(c1)OCO2	2%	2%	-6%	0.4	.	-9%	6%	2%
COC(=O)c1c(NC(=O)CC2Sc3ccc(C(F)(F)F)cc3NC2=O)sc(C)c1C (configuration not stated)	3%	-34%[57.1 µM]	11%	-1.4	5	-3%	-8%	20%
COc1ccc(NC(=O)CN2C(=O)c3ccccc3Sc3ccc(C(=O)N4CCOCC4)cc32)c(OC)c1	0%	-8%	-8%	0.0	-20	-3%	7%	-10%
Cc1ccc(-c2csc(NC(=O)CCNC(=O)c3ccco3)n2)cc1	1%	-11%	-10%	0.2	3	3%	1%	-14%
O=C(Cn1cc(C(F)(F)F)cc(Cl)c1=O)Nc1cc(Cl)cc(Cl)c1	-3%	-1%	-7%	-2.7	4	-12%	0%	-25%
CCc1ccc(N2CC(C(=O)N3CCN(S(=O)(=O)c4cccc(F)c4)CC3)CC2=O)cc1 (configuration not stated)	.	5%	-9%	-1.0	-2	-10%	-9%	-10%
COCCN1C(=O)N[C@@H](c2ccccc2)C(C(C)=O)=C1C	-2%	-4%	10%	0.5	-2	-6%	8%	4%
CC(C)(C)c1ccc(OCC(O)CN2CCN(C(=O)c3ccccc3)CC2)cc1 (configuration not stated)	1%	2%	1%	-4.2	-1	-21%	7%	2%
O=C(NCCCOC(=O)c1ccccc1)c1ccccc1	.	5%	0%	1.8	-3	2%	1%	12%
Cn1c(Cn2nnc3ccccc32)nnc1SCC(=O)c1ccc(F)cc1	-2%	-7%	2%	1.5	.	-16%	12%	12%
CC1CCN(c2nnc(NC(=O)Cn3c(=O)oc4ccccc43)s2)CC1	0%	-7%	-2%	-1.0	-3	3%	-1%	-1%
O=C(N/N=C/c1cccc([N+](=O)[O-])c1)C(=O)N1CCCCCC1	-1%	-1%	-1%	-4.4	8	4%	-4%	6%
Nc1nnc(SCC(=O)OCC(=O)Nc2ccc(Br)cc2F)s1	2%	10%	5%	-1.3	-12	-12%	12%	-23%
Cc1ccc(OCc2ccc(C(=O)Nc3nc4ccccc4n3Cc3ccccc3)o2)c([N+](=O)[O-])c1	0%	-2%[57.1 µM]	2%	-1.8	0	-5%	8%	3%

canonical_smiles	Mm-Cpn inhibitor	WRN inhibitor	EPAC1 agonist	CCT modulator	PI5P4Ka inh	PLK1 PBD inh	EPAC2 antag	EPAC1 antag
CCCS(=O)(=O)N1CCCC(C(=O)NCCc2ccc(OC)c(OC)c2)C1 (configuration not stated)	0%	-1%	-11%	-2.9	-2	0%	7%	-5%
CC(C)(C)SCCNS(=O)(=O)c1ccc(C#N)cc1	-2%	7%	7%	-2.6	-5	0%	7%	3%
O=C(Nc1ccccc1)N1C2CCC1CC(O)(c1cccnc1)C2 (configuration not stated)	1%	4%	-6%	0.8	1	-5%	18%	10%
Cc1ccc(Cl)cc1NC(=O)COC(=O)CC(C)(C)C	1%	2%	2%	2.5	-3	-24%	7%	0%
NNC(=O)c1cc(-c2ccco2)[nH]n1	0%	8%	-5%	-0.2	1	-2%	18%	-5%
CCCCCOc1ccc(C(=O)NCCC(=O)NCCCC(=O)OCC)cc1	0%	-8%	2%	1.1	7	9%	-7%	-4%
COc1cc(C(=O)N/N=C/c2ccc(OC(=O)c3ccccc3)c(OC)c2)ccc1O	?	-26%	-10%	-1.1	0	-13%	-8%	-1%
Cc1csc(N/N=C/c2ccccc2F)n1	1%	17%	-4%	0.7	5	-15%	10%	11%
O=C(COC(=O)C1CC(=O)N(CCc2ccccc2)C1)c1ccc[nH]1 (configuration not stated)	0%	1%	2%	1.2	-1	-3%	4%	-3%
CCc1nc(NCc2ccccn2)c2oc3ccccc3c2n1	-1%	2%	0%	0.5	2	-3%	5%	-12%
COC(=O)CSc1ccc2nnc(CCNS(=O)(=O)c3ccccc3)n2n1	0%	7%	4%	-1.5	2	1%	2%	-11%
CCNc1cc(Nc2c(C)n(C)n(-c3ccccc3)c2=O)c([N+](=O)[O-])c2nonc12	1%	-7%	8%	1.2	-2	-5%	-3%	6%
CCCCNC(=O)c1c[nH]c2ccc(S(=O)(=O)Nc3ccc(OCC)cc3)cc2c1=O	?	3%	-1%	-0.7	0	-4%	-5%	-18%
O=C(Cn1ccc2ccccc2c1=O)NCCC(=O)Nc1cccnc1	0%	4%[57.1 µM]	-4%	-5.1	-4	-2%	-1%	-11%

In the list so far, 2 have a thiophene ring, fused or not:
canonical_smiles	Mm-Cpn inhibitor	WRN inhibitor	EPAC1 agonist	CCT modulator	PI5P4Ka inh	PLK1 PBD inh	EPAC2 antag	EPAC1 antag
COc1cc2c(cc1OC)C(c1cccs1)CC(=O)N2 (configuration not stated)	.	-5%	4%	-0.6	-9	-9%	13%	20%
COC(=O)c1c(NC(=O)CC2Sc3ccc(C(F)(F)F)cc3NC2=O)sc(C)c1C (configuration not stated)	3%	-34%[57.1 µM]	11%	-1.4	5	-3%	-8%	20%

Bioassay records (PubChem BioAssay)
